M. tuberculosis = growth inhibition of non-replicating M. tuberculosis (AID 488890) | Mycobacterium tuberculosis non-replicating, growth inhibition; higher % means a stronger effect | inhibition, % at 25 µM; hits with a dose series show IC50 in µM | 320,000 tested, 0.39% active; in the data active means a potency from the dose series; inconclusive means inhibition mostly from about 82% at the one dose, without a potency; inactive means the rest, 99 in 100 with inhibition below about 76%;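 further: plate controls were DMSO cells for no effect and high antibiotic wells for full effect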
H1N1 NS1A inhibition = H1N1 influenza NS1A inhibitors, functional cell based assay (AID 504329); NS1A functional cell-based assay, percent inhibition; higher % means a stronger effect; 340,000 tested, 0.3% active; inhibition, % at 12.5 µM, or IC50 in µM where a hit was titrated; in the data active means a potency from the dose series; inconclusive means inhibition above about 27% without an active follow-up result; further: strong numbers were not always called active
H37Rv inhibition = M. tuberculosis growth inhibition, HTS (AID 449762); M. tuberculosis H37Rv growth inhibition, 7H9 media; higher % means a stronger effect; one-dose inhibition, % at 25 µM; IC50 in µM for titrated hits; 330,000 tested, 0.59% active; in the data active means a potency from the dose series; inconclusive means inhibition above about 70% without an active follow-up result;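 further: bacterial growth assessed after seven days of incubation; strong numbers were not always called active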
Salmonella PhoP GFP = PhoP regulon inhibitors, Salmonella typhi PhoP promoter GFP reporter, confirmatory (AID 1850). one-dose inhibition, % at 50 µM; IC50 in µM for titrated hits. Salmonella Typhi PhoP-promoter GFP reporter, fluorescence, 4 h; higher % means a stronger effect. 310,000 tested, 0.33% active; in the data active means a potency from the dose series; inconclusive means inhibition mostly from about 25% at the one dose, without a potency; inactive means the rest, 99 in 100 with inhibition below about 19%;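 further: 0% = induced wells with vehicle and 100% = uninduced wells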
inhibitors of VEEV = inhibitors of VEEV TC-83 cytopathic effect, confirmation, Vero cells (AID 588727) | Vero cells, VEEV TC-83 cytopathic effect inhibition; higher % means a stronger effect | inhibition, % at 20 µM; hits with a dose series show IC50 in µM | 350,000 tested, 0.13% active; in the data active means a potency from the dose series; inconclusive means inhibition mostly from about 14% at the one dose, without a potency; inactive means the rest, 99 in 100 with inhibition below about 12%; further: strong numbers were not always called active
inhibitors of VEEV 10K pilot screen = further read-out of inhibitors of VEEV, marked with its call; inhibition, %; measured here: 10K pilot screen inhibition
An asterisk follows results filed as active; i = inactive; ? = inconclusive; nt = no result given. Random draw from the library; about 1.5% have a hit in one of these screens.

SMILES	M. tuberculosis	H1N1 NS1A inhibition	H37Rv inhibition	Salmonella PhoP GFP	inhibitors of VEEV	others
O=P(c1ccc2c(c1)OCCO2)(N1CCOCC1)N1CCOCC1	4%	-6%	-6%	10%	i
COc1ccc(/C=N\NC(=O)c2cccc([N+](=O)[O-])c2)cc1Cn1cc([N+](=O)[O-])cn1	20%	nt	1%	3%	nt
CC1=C(C)C(=O)C(CCCCC#CCCCC#CCO)=C(C)C1=O	?	4%	11µM*	-7%	9.2%
Cc1cc(N2C(=O)C3CC=CCC3C2=O)no1 (stereo not given)	-16%	0%	-7%	11%	2.1%
Cc1cc2cc(CN(CCCO)S(=O)(=O)c3cccc4nsnc34)c(=O)[nH]c2cc1C	16%	-2%	-1%	-16%	2.6%
O=C(NCc1cccnc1)c1cccc2c1C(=O)N(C1CCCCC1)C2	4%	3%	-5%	-5%	i
CCCN(Cc1ccc(C)cc1)C(=O)c1ccc(CNS(=O)(=O)c2ccc(C(C)=O)cc2)cc1	41%	10%	4%	nt	2.2%
CS(=O)(=O)/C(C#N)=C\c1cnc(S(=O)(=O)c2ccccc2)s1	49%	nt	5%	-2%	nt
Cc1ccc2oc(/N=C(\N)NC(=O)C(C)(C)C)nc2c1	9%	23%	-2%	-7%	1.6%
COc1cccc(C=Nc2ccc(N3CCOCC3)cc2)c1O	-8%	9%	1%	11%	0.2%
COCCNC(=O)c1cc2cc(Cl)cc(Cl)c2oc1=O	3.7µM*	13%	-2%	0%	1.3%
O=C(CN(Cc1ccco1)C(=O)CNS(=O)(=O)c1ccccc1)NCc1ccccc1	-2%	4%	0%	-3%	1.0%
Cc1c(NC(=S)NC(=O)c2cccc3ccccc23)cccc1C(=O)O	14%	-8%	-6%	-7%	5.2%
COc1cccc2oc3ccc(C#Cc4ccccn4)cc3c(=O)c12	3%	-1%	?	-9%	7.2%
Cc1ccc(-n2nc3c(=O)n(CCCC(=O)NCc4cccc(Cl)c4)nc(C)c3c2C)cc1	56%	7%	24%	1%	7.6%
COc1ccccc1-n1c(SCC(=O)NC(C)(C)C)nc(O)cc1=O	-3%	-4%	5%	-1%	i
CCOC(=O)c1nnc2cc(-c3ccccc3)nn2c1C	21%	-6%	-4%	1%	1.2%
CCOC(=O)N1CCN(S(=O)(=O)c2cc(Br)cc3c2N(C(C)=O)C(C)C3)CC1 (stereo not given)	-13%	-2%	2%	0%	4.3%	inhibitors of VEEV 10K pilot screen=1.9
CC(C)c1ccc(N(CC(=O)NC2CCCC2)C(=O)CCC(=O)Nc2nccs2)cc1	-6%	-12%	2%	0%	2.1%
CC1=C(C(N)=O)C(c2ccco2)C(C(N)=O)=C(C)N1	-15%	7%	-2%	7%	2.2%

The final 3 records of the part before lead into the next:
SMILES	M. tuberculosis	H1N1 NS1A inhibition	H37Rv inhibition	Salmonella PhoP GFP	inhibitors of VEEV	others
CCOC(=O)N1CCN(S(=O)(=O)c2cc(Br)cc3c2N(C(C)=O)C(C)C3)CC1 (stereo not given)	-13%	-2%	2%	0%	4.3%	inhibitors of VEEV 10K pilot screen=1.9
CC(C)c1ccc(N(CC(=O)NC2CCCC2)C(=O)CCC(=O)Nc2nccs2)cc1	-6%	-12%	2%	0%	2.1%
CC1=C(C(N)=O)C(c2ccco2)C(C(N)=O)=C(C)N1	-15%	7%	-2%	7%	2.2%
Oc1ccccc1N=Cc1c(O)ccc2oc3c(c12)CCCC3	?	-8%	?	30%	0.7%
COc1ccc(OC)c(CCNC(=O)Cn2cccc2C(=O)c2ccccc2)c1	22%	14%	1%	6%	1.4%
CCC(=O)N1CCN(c2ccccc2NC(=O)COc2ccc(C(C)C)cc2)CC1	22%	-8%	-5%	-2%	5.8%
O=C(N/N=C\C=C\c1ccc([N+](=O)[O-])o1)c1cccs1	?	-8%	0.59µM*	19µM*	2.4%
CC(=O)N1CCCc2cc(S(=O)(=O)N3CCCC(C(=O)NCc4ccccc4)C3)ccc21 (stereo not given)	-2%	-6%	0%	-2%	0.7%
CC(=O)NC(Cc1c[nH]c2ccccc12)C(=O)OCC(=O)Nc1cc(C)on1 (stereo not given)	-2%	15%	5%	-1%	1.4%
O=c1c(C=NCCCO)c(-c2ccccc2)[nH]n1-c1nc2ccccc2s1	35%	-3%	8%	5%	0.3%
O=C(Nc1ccccc1Oc1ccsc1C(=O)O)c1ccccc1	10%	-5%	0%	-2%	1.4%
Cc1ccc(CCC2C3=C(CCCC3=O)OC3=C2C(=O)CCC3)cc1	7%	-3%	4%	2%	i
Clc1ccc(Cl)c(-c2ccc(/C=N/c3ncn[nH]3)o2)c1	45%	5%	8%	5%	i
CC(C)CN(C(=O)COC(=O)Cn1cnc2ccccc2c1=O)C1CCS(=O)(=O)C1 (stereo not given)	-27%	7%	-2%	3%	1.0%
CCc1ccc(OCCCC(=O)Nc2ccc(N3CCOCC3)cc2)cc1	?	15%	3%	-3%	i
CC(=O)N1CCN(c2ccc(NCc3cccs3)cc2)CC1	6%	1%	-1%	1%	0.7%
CC1CCC(NCc2ccco2)CC1 (stereo not given)	-5%	-1%	0%	5%	1.1%
COc1cccc(C2N(c3cccc(Cl)c3)C(=O)C3CCCN32)c1 (stereo not given)	0%	2%	-13%	-3%	1.8%
Cn1c(=O)c2c(nc(CN3CCC(Cc4ccccc4)CC3)n2CCN2CCOCC2)n(C)c1=O	nt	2%	nt	nt	i
O=C(O)CCCCCNS(=O)(=O)c1ccc(Cl)cc1	-20%	3%	-3%	-8%	i
COc1ccc(OC)c(NC(=O)Nc2nnc(N3CCCCC3C)s2)c1 (stereo not given)	17%	7%	10%	15%	8.6%
CCOC(=O)c1ccc(NC(=O)CCS(=O)(=O)c2cccc3nonc23)cc1	77%	10%	70%	8%	0.9%
Cc1ccc2oc(=O)c3cnn(CC(=O)N4CCN(c5ccccc5)CC4)c3c2c1	-6%	-6%	-9%	1%	10%
CC(=O)c1sc(NC(=O)c2cccnc2Cl)nc1C	5%	6%	-4%	-6%	1.3%
Cc1cc(=O)oc(C)c1C(=O)NC1CCCCCCC1	1%	10%	8%	-18%	1.0%
O=C(CNC(=O)N1CC(=O)Nc2ccccc21)NCc1ccc(Cl)cc1	12%	-1%	-2%	11%	1.6%
CCN1CCC(C(N)=O)CC1	-9%	-22%	5%	5%	1.8%
Cc1ccc(CNc2nc(N)c([N+](=O)[O-])c(Nc3ccc(F)cc3)n2)cc1	1%	2%	-10%	7%	0.6%
Cc1cc(=O)n2nc(N3CCCC(C(=O)NCc4ccccc4)C3)sc2n1 (stereo not given)	-28%	3%	-1%	-2%	0.7%
Cc1ccc(N(CCC#N)C(=O)COC(=O)C2=COCCO2)cc1	-14%	-1%	-2%	-3%	1.4%
CC(=O)Nc1ccc(C(=O)NNC(=O)CCc2ccccc2)cc1	-13%	-1%	-1%	2%	3.3%	inhibitors of VEEV 10K pilot screen=1.9
COc1ccc(S(=O)(=O)/N=C2\C=C(Nc3ccc(O)cc3)C(=O)c3ccccc32)cc1	?	8.1µM*	17%	9%	i
CCOc1nc(S(=O)(=O)c2ccc(C)cc2)c(Cl)s1	6%	0%	6%	6%	0.6%
[O-][n+]1onc2c1CCc1c-2nn(-c2ccccc2Cl)[n+]1[O-]	-8%	-1%	-6%	2%	i
CC(C)NS(=O)(=O)c1ccc(CCC(=O)N2CCCCC2)cc1	-9%	-3%	-3%	-9%	0.1%
Nc1ccc2c(c1)C(=O)c1cc(Cl)c(Cl)cc1-2	nt	20%	nt	nt	1.5%
CCOC(=O)c1cc2c(=O)n3ccccc3nc2n(C(C)C)c1=NC(=O)c1ccco1	-16%	-1%	-5%	-2%	3.9%
CC1(C)CC(=O)C(C=NCCN2CCN(CC(=O)Nc3ccccc3)CC2)=C(O)C1	-2%	-7%	-4%	-8%	0.7%
COC(=O)c1c(NC(=O)C2(C)Cc3ccccc3C(=O)O2)sc2c1CCCC2 (stereo not given)	23%	6%	25%	-5%	2.3%
CC(=O)N1CCCc2cc(S(=O)(=O)NC(C(=O)NCc3ccc(C)cc3)C(C)C)ccc21 (stereo not given)	15%	21%	9%	-9%	1.5%
CCN(CC)CCNC(=O)Cn1nc(-c2ccccc2)c2ccccc2c1=O	-23%	-1%	1%	-5%	3.2%
O=C(O)c1cccc(Nc2nc(-c3ccccc3)nc3ccccc23)c1	44%	-2%	2%	-2%	1.1%
CCCNC(=O)N1[C@H]2CC[C@@H]1C(C(=O)OC)=C(c1ccc(S(C)(=O)=O)cc1)C2	-14%	-3%	2%	0%	1.1%

2 compounds drawn at random from the list so far, as already listed:
SMILES	M. tuberculosis	H1N1 NS1A inhibition	H37Rv inhibition	Salmonella PhoP GFP	inhibitors of VEEV	others
CCOC(=O)c1nnc2cc(-c3ccccc3)nn2c1C	21%	-6%	-4%	1%	1.2%
CC1=C(C(N)=O)C(c2ccco2)C(C(N)=O)=C(C)N1	-15%	7%	-2%	7%	2.2%

(further entries)
SMILES	M. tuberculosis	H1N1 NS1A inhibition	H37Rv inhibition	Salmonella PhoP GFP	inhibitors of VEEV	others
Cc1nc2c(C#N)c[nH]n2c(=O)c1CCO	-6%	11%	10%	4%	i
O=C(NNc1ccc([N+](=O)[O-])cc1)c1ccco1	nt	-9%	96%	-7%	2.9%
O=C(CNS(=O)(=O)c1ccc(F)cc1)Nc1ccc(C(F)(F)F)cc1	31%	21%	-6%	7%	i
COc1ccc(S(=O)(=O)Nc2cc3c4c(c2)CCC(=O)N4CCC3)cc1C	-6%	-1%	56%	0%	6.7%
COc1ccccc1OCC(=O)N1CCCC(Nc2ccc(C)c(C)c2)C1 (stereo not given)	13%	-2%	2%	10%	3.6%
COc1ccc(CCNS(=O)(=O)c2ccc3c(c2)NC(=O)CCS3)cc1OC	-9%	5%	-4%	-12%	0.3%
CC(=O)c1ccc(S(=O)(=O)N2CCN(C)CC2)cc1	0%	-5%	-6%	-5%	0.5%
CN(CC1CCN(CCc2cccc(C(F)(F)F)c2)CC1)C(=O)c1ccccc1	25%	0%	5%	-7%	i
CC(=O)Nc1nc(CCC(C)C)cc2c1c(=O)oc1ccccc12	13%	3%	5%	6%	i	inhibitors of VEEV 10K pilot screen=1.7
CCN=c1sc(C(=O)Nc2ccccc2)c(C)n1CC	11%	4%	0%	12%	1.4%
Cc1cccc(NC(=O)CCN2CCOCC2)c1	22%	0%	-11%	-6%	0.3%
CCN1C=CC2=C(C#N)C(N)C(C#N)(C#N)C(c3ccccc3C(F)(F)F)C2C1 (stereo not given)	20%	-2%	0%	-2%	3.5%
CC1(C(=O)O)C=CC2(CCCCC2)N1C(=O)c1ccccc1 (stereo not given)	-23%	5%	-6%	-7%	0.2%	inhibitors of VEEV 10K pilot screen=0.8
COc1cccc(-c2nnc(SCC(=O)N3CCOCC3)o2)c1	?	-6%	-1%	1%	2.6%
COc1ccccc1CNS(=O)(=O)c1ccc2c(c1)N(C(C)=O)CC(C)S2 (stereo not given)	8%	-1%	0%	-1%	1.9%
CCCOc1ccc(/C(O)=C2/C(=O)C(=O)N(CCCn3ccnc3)C2c2cccnc2)cc1 (stereo not given)	-6%	nt	-3%	15%	i
CN(N)C(=S)Nc1ccc(F)cc1	9%	6%	-3%	-1%	7.2%
Cc1nn(-c2ccc(N3CCOCC3)nn2)c(C)c1CCC(=O)NCc1ccccc1F	10%	0%	3%	5%	2.8%
C=CCNC(=O)C1CC(=O)N(c2ccc(OCC(=O)NCc3ccccc3)cc2)C1 (stereo not given)	-1%	0%	-4%	7%	1.8%
CCn1cc(C(=O)N[C@@H](C)C(=O)NCCCN2CCOCC2)c(=O)c2cc3c(cc21)OCO3	9%	3%	2%	-2%	3.0%
O=C(NC(=O)c1cnccc1C(F)(F)F)Nc1ccccc1	-23%	-7%	2%	3%	0.5%
Cc1ccc(NC(=O)c2cc(N3C(=O)CCC3=O)ccc2N2CCCCC2)cc1	-3%	-4%	2%	1%	1.3%
COc1cc(Nc2cc(C)nc3ncnn23)cc(OC)c1	20%	-3%	-5%	6%	7.9%
CCNC(=O)/C(C#N)=C/c1c(N2CCN(c3ccccc3)CC2)nc2ccccn2c1=O	-4%	-14%	-2%	5%	5.9%
CCOc1ccc(C(=O)Nc2ccc(N3CCN(C)CC3)cc2)cc1[N+](=O)[O-]	4%	0%	4%	0%	1.5%
O=C(Cn1nnc2ccccc21)c1cccc([N+](=O)[O-])c1	-11%	5%	-5%	2%	0.6%
COc1ccc(CCCC(=O)Nc2ccccc2F)cc1	76%	-7%	11%	-5%	0.1%
O=C(O)c1cn(-c2ccc(F)cc2)c2cc(Cl)c(F)cc2c1=O	42%	-2%	13%	84µM*	3.2%
Cc1c(NS(=O)(=O)c2ccc(N)cc2)c(=O)n(-c2ccccc2)n1C	-3%	-17%	-21%	-7%	i
CCCCc1ccc(-c2ccc(Br)cc2O)nc1	9%	-4%	5%	10%	0.2%

Screening data: PubChem BioAssay, Southern Research Specialized Biocontainment Screening Center
